CCT modulator: cytosolic chaperonin activity modulation. purified chaperonin ATPase assay, HTRF ADP detection, 30 min. AID 651819. 0.3% of 360,000 active. activity change, % (concentration not given with the values), hits read low; in the data active = activity change below about -30%; also: % is scaled to controls: 0 for no effect and ±100 for the full control effect
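Enzyme 40 or 20 nM (batch-dependent) in Tris pH 7.4/KCl/MgCl2/DTT; cpd 76 uM single point; ATP 10 uM; 30 min 37 °C; Transcreener ADP HTRF detection, 30 min RT; ratio 665/615.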
pAkt inh: inhibitors of Akt phosphorylation | Neuro2A IGF-stimulated pAkt S473 HTRF, 20 min; hits give low values | activity change, % for hits at 50 µM | 0.32% of 360,000 active; in the data active = activity change below about -80%; inconclusive = mostly about -51% to -80%; also: % is scaled to controls: 0 for no effect and ±100 for the full control effect
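Single-point screen (50 µM final compound) in Neuro2A cells stimulated 20 min with 6 nM IGF at 37 deg C. After lysis, Ser473-phosphorylated Akt read by HTRF (ex 330 nm, em 615/665 nm) as the 665/615 ratio.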
Nrf2 activator: activates Nrf2 signaling | AREc32 ARE-luciferase reporter (MCF7-derived line), luminescence, 24 h | Potency, µM (highest dose often 46.1 µM), for inactives: at the highest dose activation, actives largely listed as activators | 0.31% of 410,000 active; also: potency is read from the fitted curve at half-maximal effect; % of control where 0% means no effect; nearly all actives have a fitted effect of over 65% in size
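AREc32 cells carrying an ARE-driven firefly luciferase, 1000 cells/well in OPTI-MEM with 5% FBS, dosed after overnight attachment and incubated 24 hr at 37 deg C. Steady-Glo luminescence read after 30 min at RT.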
Nrf2 block: blocks Nrf2 signaling; A549 ARE-Fluc reporter, luciferase luminescence, 18-24 h; Potency, µM (highest dose often 46 µM), without a hit: at the top dose activity change, negative = inhibition, actives largely listed as inhibitors; 2.1% of 360,000 active; also: potency is read from the fitted curve at half-maximal effect; % is scaled to controls: 0 for no effect and ±100 for the full control effect; nearly all actives have a fitted effect of over 60% in size
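In this cell-based qHTS, ARE-driven firefly luciferase in A549 cells reports Nrf2 activity; the luminescent signal after BugLite lysis is the measured value, with a prior CellTiter-Fluor read for cell health.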
MmCpn inh: M. maripaludis TRiC chaperonin inhibition | AID 504842 | Potency, µM (doses to about 76.9 µM), for inactives: at the top dose activity, negative = inhibition, usual class: inhibitors | purified Mm-Cpn ATPase, ADP Transcreener TR-FRET | 0.031% of 330,000 active; also: potency is read from the fitted curve at half-maximal effect; % is scaled to controls: 0 for no effect and ±100 for the full control effect; nearly all actives have a fitted effect of over 80% in size
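ATPase read-out: TR-FRET ADP immunoassay (anti-ADP Eu cryptate vs ADP-d2), ex 320 nm, em 590/665 nm; signal drops as ADP forms. Enzyme 25 nM, ATP 10 uM, 30 min at 37°C after 10 min compound preincubation.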
EPAC2 antag: blocks human EPAC2 exchange factor; EPAC2 GEF exchange of Rap1B-BODIPY-GDP, fluorescence; Potency, µM (titrated, usually from 114 µM), inactives show at the top dose activity, negative = inhibition, usual class: inhibitors; Q8WZA2; 0.18% of 360,000 active; AID 720708; also: potency is read from the fitted curve at half-maximal effect; % is scaled to controls: 0 for no effect and ±100 for the full control effect; nearly all actives have a fitted effect of over 45% in size; many of its hits are not listed in these tables
Target sequence (Q8WZA2 whole entry, looked up): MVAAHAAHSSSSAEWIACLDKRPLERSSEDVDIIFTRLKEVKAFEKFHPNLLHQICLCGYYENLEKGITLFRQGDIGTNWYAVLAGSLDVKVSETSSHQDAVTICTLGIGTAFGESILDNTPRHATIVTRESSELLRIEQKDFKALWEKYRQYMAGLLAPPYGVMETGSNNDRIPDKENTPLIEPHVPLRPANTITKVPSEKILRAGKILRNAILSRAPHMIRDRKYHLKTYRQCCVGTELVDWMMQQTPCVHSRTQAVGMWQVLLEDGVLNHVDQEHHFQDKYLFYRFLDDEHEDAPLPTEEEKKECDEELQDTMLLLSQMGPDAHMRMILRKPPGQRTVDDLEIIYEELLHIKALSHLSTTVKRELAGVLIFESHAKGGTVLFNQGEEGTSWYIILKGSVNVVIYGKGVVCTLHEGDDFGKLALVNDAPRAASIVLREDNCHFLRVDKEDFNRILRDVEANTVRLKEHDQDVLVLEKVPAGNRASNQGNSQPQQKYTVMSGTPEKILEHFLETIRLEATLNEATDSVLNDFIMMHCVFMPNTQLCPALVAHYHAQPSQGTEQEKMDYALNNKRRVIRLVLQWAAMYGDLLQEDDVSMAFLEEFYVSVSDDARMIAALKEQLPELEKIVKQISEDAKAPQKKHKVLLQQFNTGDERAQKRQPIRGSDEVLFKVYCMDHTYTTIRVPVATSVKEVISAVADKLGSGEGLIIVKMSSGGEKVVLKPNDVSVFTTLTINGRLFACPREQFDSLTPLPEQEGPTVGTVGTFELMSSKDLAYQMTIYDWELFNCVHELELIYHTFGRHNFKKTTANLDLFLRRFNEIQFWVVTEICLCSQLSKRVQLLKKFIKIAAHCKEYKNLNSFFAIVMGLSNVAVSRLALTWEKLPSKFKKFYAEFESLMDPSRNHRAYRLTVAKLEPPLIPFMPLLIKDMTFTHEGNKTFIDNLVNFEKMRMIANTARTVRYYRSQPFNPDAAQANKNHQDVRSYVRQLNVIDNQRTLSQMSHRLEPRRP
A549 viability: counter-screen for Nrf2 inhibitors: cytotoxicity in A549 cells; A549 ARE-Fluc cells, CellTiter-Fluor viability, 18-24 h; Potency, µM (titrated, usually from 46 µM), without a hit: at the highest dose activity change, negative = cytotoxicity, usual class: inhibitors; 0.16% of 390,000 active; AID 504648; also: potency is read from the fitted curve at half-maximal effect; % is scaled to controls: 0 for no effect and ±100 for the full control effect
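Cytotoxicity counterscreen: CellTiter-Fluor fluorescence was measured in A549 ARE_Fluc cells after 18-24 h of compound exposure in a concentration series. The subsequent BugLite luminescent read reports ARE-luciferase activity.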
TGFb SMAD3 inh: TGF-b pathway inhibition; 1.2% of 410,000 active; Potency, µM (top dose mostly 46.1 µM), for the others: at the top dose activity, negative = inhibition, usual class: inhibitors; HepG2 CAGA-GFP TGF-b/SMAD3 reporter, GFP fluorescence, 18 h; TGF-beta stimulated, 500 pg/mL final; also: potency is read from the fitted curve at half-maximal effect; % is scaled to controls: 0 for no effect and ±100 for the full control effect; nearly all actives have a fitted effect of over 65% in size
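Inhibition of TGF-beta-driven CAGA-GFP reporter expression in HEPG2 cells is measured by cellular GFP fluorescence after 18 h stimulation with 500 pg/mL recombinant TGF-beta in 1% FBS medium at 37 degrees C.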
EPAC2 agonist: EPAC2 (human) agonism. 0.079% of 360,000 active. AID 720711. EPAC2 activation, biochemical qHTS; response scale: 100% = 6.5 mM cAMP response. Q8WZA2. Potency, µM (highest dose often 154 µM), without a hit: at the highest dose activation, most hits filed as activators; also: potency is read from the fitted curve at half-maximal effect; nearly all actives have a fitted effect of over 50% in size
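In this primary screen, activation is scored as increased exchange of BODIPY-GDP from Rap1B by 100 nM EPAC2, with 50 uM GDP as competitor. Signal is normalized to the 6.5 mM cAMP agonist control.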
An asterisk follows results filed as active; i = inactive; ? = inconclusive; . = no result given; & = joins results of further samples; [ ] = remark or other dose. Unless noted, calls follow the shape of the dose curve; as a rule, active = well fitted curve in the direction sought with a large enough effect; inconclusive = small, poorly fitted or top-dose-only effect, or another doubt; inactive = no such curve, though single readings can be large; an effect the other way counts as inactive or inconclusive.

structure,CCT modulator,pAkt inh,Nrf2 activator,Nrf2 block,MmCpn inh,EPAC2 antag,A549 viability,TGFb SMAD3 inh,EPAC2 agonist
O=C(Cn1nnc(-c2ccc(CN3CCOCC3)cc2)n1)N(c1ccccc1)c1ccccc1,-3.4,i,-0.1%,-41%,-4%,-3%,0%,-7%,23%
COc1ccc(C(=O)Nc2ccc(-c3ccc(NC(=O)c4ccc(OC)cc4)c(OC)c3)cc2OC)cc1,-5.2,i,3.2%,?,-5%,-3%,8%,-7%,10%
Cc1ccnc(NC(=O)Nc2ccc(F)cc2)c1,0.4,i,?,?,0%,3%,1%,?,7%
COc1cc(/C=N/NC(=O)c2cccnc2)ccc1OC(=O)c1ccc2c(c1)OCO2,0.0,i,-0.3%,-7%,?,9%,-6%,-1%,-1%
CCOC(=O)c1cccc(S(=O)(=O)N(CCO)Cc2cc3cc(OC)c(OC)cc3[nH]c2=O)c1,1.9,i,0.1%,5%,0%,8%,-3%,?,4%
O=C(NNC(=O)c1ccccc1Br)c1cccc(Cl)c1,-5.8,i,3.0%,.,1%,3%,-1%,-2%,-8%
CCOC(=O)/C=c1\s/c(=C(\C#N)C(=O)OCC)n(-c2ccccc2)c1=O,0.0,i,0.3%,3%,-6%,0%,-11%,0%,-5%
CCc1ccc2oc(-c3cccc(N)c3)nc2c1,-4.1,i,?,?,-1%,-5%,-13%,-11%,6%
CCOC(=O)c1c(C)[nH]c(C(=O)N(C)CC(=O)Nc2ccc(OC)cc2)c1C,-3.8,i,-0.3%,-11%,-3%,0%,1%,6%,-2%
CCN1C(=O)[C@H]2[C@H]3CN=C(SCc4ccc(C)cc4)N3[C@@](Cc3ccccc3)(C(=O)OC)[C@H]2C1=O,0.4,i,4.6%,0%,0%,-12%,-4%,-29%,20%
Cc1ccc(-c2nnc(NC(=O)c3c(F)cccc3Cl)s2)cc1,-3.6,i,1.5%,-11%,0%,14%,9%,-2%,9%
O=C(O)CNC(=O)c1ccc(NC(=O)/C(=C/c2ccccc2)NC(=O)c2ccccc2)cc1,-2.1,i,-0.3%,5%,1%,-18%,6%,0%,21%
COC(=O)[C@]1(C)N[C@H](CN(C)C(=O)C2CCCCC2)[C@@H]2C(=O)N(C)C(=O)[C@@H]21,0.1,i,4.2%,-19%,-4%,-3%,2%,13%,-3%
CC1=C(C(=O)NCc2ccccc2C)C2(CCCCC2)OC1=O,.,.,0.4%,20%,.,.,7%,-23%,.
O=C(NCC1CCC(C(=O)O)CC1)c1cccnc1 (stereo not drawn),-3.3,i,-0.2%,.,0%,-20%,7%,15%,0%
Cc1cccc(-n2c(=O)c3c(C)c(C)sc3n(CC(N)=O)c2=O)c1,-1.8,i,-0.4%,13%,3%,0%,-12%,15%,3%
CCOC(=O)C1=NOC(COc2ccccc2C=O)C1 (stereo not drawn),-2.6,i,4.7%,24%,-4%,-4%,-11%,-1%,1%
COc1ccc(C(=O)NCCS(=O)(=O)N(C)C2CCCCC2)cc1,0.2,i,0.2%,0%,-1%,-7%,-6%,0%,-2%
Cc1ccc(C)c2c(N)c3c(nc12)CCCCC3 (tested in a mixture with another compound),-2.6,i,-0.4%,-4%,-1%,-3%,3%,8%,13%
CCCN(CCC)c1ccc(/C=C/c2ccc3cc(OCC)ccc3n2)cc1,1.0,i,-0.3%,-12%,1%,46%[activator],?,5%,9%
COCCN1C(=O)COc2ccccc2C1C(=O)NC1CCCC1 (stereo not drawn),-0.1,i,0.0%,.,.,8%,.,.,-4%
Cc1sc(N/N=C/c2ccco2)nc1-c1ccccc1,2.1,i,?,8%,0%,-7%,-5%,?,11%
Cc1ccc(C)c(NC(=O)c2nc(S(C)(=O)=O)ncc2N(Cc2ccc(C(C)(C)C)cc2)Cc2ccco2)c1,.,.,-0.4%,21%,.,.,10%,-12%,.
CCc1ccc(OCC(=O)Oc2ccc([N+](=O)[O-])cc2)cc1,-0.5,i,-0.6%,-3%,1%,4%,13%,-17%,4%
COc1ccc(CNC(=O)C(=O)NC2CC(C)(C)NC(C)(C)C2)cc1,-0.9,i,2.9%,?,-2%,4%,7%,-12%,-1%
COc1cc(/C=C(\NC(=O)c2ccccc2)C(=O)Nc2cccc(O)c2)c([N+](=O)[O-])cc1OC,-0.9,i,2.1%,?,2%,0%[57.1 µM],-12%,5%,-9%
CN1CCN(c2nc(C(N)=O)cc(-c3ccccc3)n2)CC1,-1.4,i,5.6%,3%,0%,-1%,-4%,2%,1%
COc1ccccc1CC(=O)Nc1cccc2ccccc12,-3.5,i,2.4%,3%,-1%,13%,4%,-15%,2%
CC1(C(=O)Nc2cccc3ncccc23)CCN1C(=O)CCc1ccccc1 (stereo not drawn),-0.6,i,2.2%,.,.,22%,.,0%,15%
c1cc(CNc2ccc(N3CCOCC3)cc2)ccn1,1.7,i,-0.7%,.,-5%,6%,-3%,?,7%

Next part
structure,CCT modulator,pAkt inh,Nrf2 activator,Nrf2 block,MmCpn inh,EPAC2 antag,A549 viability,TGFb SMAD3 inh,EPAC2 agonist
CCC(=O)Nc1nc(-c2ccc3c(c2)CC(C)N3S(C)(=O)=O)cs1 (stereo not drawn),-4.2,i,3.8%,-30%,-1%,-1%,-10%,-2%,11%
CCOc1ccc(-c2noc(CCC(=O)NCCc3ccccc3)n2)cc1OC,1.9,i,-0.1%,9%,3%,-3%,-4%,12%,0%
COc1ccc2nc(NC(=O)CCN3C(=S)NC(C)(C)CC3C)sc2c1 (stereo not drawn),1.2,i,-0.7%,21%,1%,14%,-2%,-6%,0%
Cc1cc(C)c(CN2CCC(n3nccc3NC(=O)C3CCOC3)CC2)cc1C (stereo not drawn),-6.5,i,0.1%,14%,1%,7%,-7%,13%,4%
CSc1ccc(CN2CCN(CCC(C)C)C(CCO)C2)cc1 (stereo not drawn),-0.1,i,0.0%,-10%,2%,0%,-10%,3%,4%
Cn1c(=O)c(=O)n(C)c2cc(S(=O)(=O)N3CCCC3C(=O)Nc3ccccc3F)ccc21 (stereo not drawn),0.4,i,0.6%&-1.2%,-19%&-17%,0%,7%,6%&6%,-6%&-8%,-1%
CCn1c2ccccc2c2cc(NC(=O)c3cccc([N+](=O)[O-])c3)ccc21,0.3,i,2.2%,-8%,-3%,2%,-11%,1%,-5%
Cc1cc(C)c(C#N)c(N)n1,-1.0,i,-1.1%,-2%,-5%,-6%,9%,-9%,12%
COCc1c(C(=O)N/N=C(\C)c2ccc(Cl)s2)nnn1-c1nonc1N,-0.2,i,-1.2%,1%,0%,3%,-3%,1%,8%
C[C@H](CO)N1C[C@H](C)[C@@H](CN(C)Cc2ccc(-c3ccccc3)cc2)Oc2c(NS(=O)(=O)c3ccccc3)cccc2C1=O,-1.1,i,-0.7%,?,-3%,5%,-17%,?,14%
Cc1nn(C)c(C)c1S(=O)(=O)N(CC(=O)Nc1ccc(F)cc1F)c1ccc(C(C)C)cc1,.,.,4.6%,-3%,.,.,-4%,?,.
Cc1ccccc1OCc1nnc(SCC(=O)Nc2ccc3c(c2)oc2ccccc23)n1C,0.9,-100%*,0.8%,.,0%,-3%,6%,34%[activator],5%
COc1ccccc1CCNC(=O)C(=O)NCC(c1cccnc1)N1CCN(c2ccccc2)CC1 (stereo not drawn),.,.,-0.6%,1%,.,.,-14%,-15%,.
O=C(Nc1ccc(F)cc1)Nc1cccc(Br)c1,-1.3,i,2.5%,-12%,.,2%,-15%,?,6%
CCOC(=O)C1=C(C)NC(=O)NC1c1ccc(-c2ccc(Cl)cc2)o1 (stereo not drawn),0.0,i,17%,?,-3%,1%,-1%,0%,3%
CCOC(=O)c1sc(NC(=O)Nc2ccccc2)cc1C,1.8,i,-0.6%,-26%,-4%,-7%,-10%,?,7%
CC1CCN(S(=O)(=O)c2ccc3nc(Nc4cccc(F)c4)ccc3c2)CC1,.,.,-0.3%,21µM*,.,.,?,?,.
Cc1cc(C)c(NC(=O)C(C)n2nnc3sc4c(c3c2=O)CCCC4)c(C)c1 (stereo not drawn),.,.,0.3%,15%,.,.,2%,-11%,.
Cc1noc(C)c1S(=O)(=O)N1CCN(c2ccc(Cl)cc2)CC1,1.2,i,-0.1%,-6%,0%,-5%,12%,-8%,-1%
O=C(CCn1c(=S)oc2ccccc21)Nc1ccccc1F,-1.0,i,-0.2%,4%,-1%,-4%,0%,-9%,6%
COc1ccc(/C(C)=N\NC(=O)c2ccc(-c3ccccc3)cc2)c(F)c1,-3.2,i,-0.1%,2%,0%,-1%,1%,-7%,1%
CCC(C)(C)NC(=O)CN(Cc1ccccc1)C(=O)CCC(=O)Nc1nccs1,1.2,i,-0.3%,-9%,-1%,1%,-6%,-17%,12%

Part of the list above, with values under each structure:
Below each SMILES: CCT modulator	pAkt inh	Nrf2 activator	Nrf2 block	MmCpn inh	EPAC2 antag	A549 viability	TGFb SMAD3 inh	EPAC2 agonist
> C[C@H](CO)N1C[C@H](C)[C@@H](CN(C)Cc2ccc(-c3ccccc3)cc2)Oc2c(NS(=O)(=O)c3ccccc3)cccc2C1=O
    -1.1	i	-0.7%	?	-3%	5%	-17%	?	14%
> Cc1cc(C)c(NC(=O)C(C)n2nnc3sc4c(c3c2=O)CCCC4)c(C)c1 (stereo not drawn)
    .	.	0.3%	15%	.	.	2%	-11%	.

Screening data: PubChem BioAssay, National Center for Advancing Translational Sciences (NCATS)

An excerpt; rates above refer to the full screens.
